A-T KAP1 phos: qHTS Assay for Identifying a Potential Treatment of Ataxia-Telangiectasia; AID 485349, 2010; 0.19% of 320,000 active; […] A-T fibroblasts, KAP-1 phosphorylation AlphaLISA; neocarzinostatin DNA damage 30 min before lysis; Potency, µM (titrated, usually from 57.5 µM), without a hit: top-dose activation, most hits filed as activators; further: potency means the concentration at half of the fitted maximal effect; % of control where 0% means no effect; nearly all actives have a fitted effect of over 45% in size
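hTERT-immortalized A-T patient fibroblasts ([…]), 500 cells/well in OPTI-MEM, 1% FBS, got compounds for 60 min, then NCS for 30 min at 37C. Lysates were then assayed for phospho-KAP-1 by AlphaLISA (anti-pKAP1 donor, anti-KAP1 acceptor beads), 6 hr at 25C.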
KCNH2 WT inh: qHTS for Inhibitors of KCHN2 3.1: Wildtype qHTS | Voltage-gated inwardly rectifying potassium channel KCNH2 (Homo sapiens), Q12809 | U2OS, BacMam KCNH2, thallium flux FluxOr; stronger effect = lower value | activity change, % at 1.84 µM | 0.37% of 340,000 active | AID 720551, 2013;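 active means maximum activity change below -70%; inconclusive means maximum activity change between -70% and -50%; inactive means maximum activity change above -50%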; further: on the % scale 0 is the no-effect control and ±100 the full control effect
Target sequence (Q12809 whole entry, looked up): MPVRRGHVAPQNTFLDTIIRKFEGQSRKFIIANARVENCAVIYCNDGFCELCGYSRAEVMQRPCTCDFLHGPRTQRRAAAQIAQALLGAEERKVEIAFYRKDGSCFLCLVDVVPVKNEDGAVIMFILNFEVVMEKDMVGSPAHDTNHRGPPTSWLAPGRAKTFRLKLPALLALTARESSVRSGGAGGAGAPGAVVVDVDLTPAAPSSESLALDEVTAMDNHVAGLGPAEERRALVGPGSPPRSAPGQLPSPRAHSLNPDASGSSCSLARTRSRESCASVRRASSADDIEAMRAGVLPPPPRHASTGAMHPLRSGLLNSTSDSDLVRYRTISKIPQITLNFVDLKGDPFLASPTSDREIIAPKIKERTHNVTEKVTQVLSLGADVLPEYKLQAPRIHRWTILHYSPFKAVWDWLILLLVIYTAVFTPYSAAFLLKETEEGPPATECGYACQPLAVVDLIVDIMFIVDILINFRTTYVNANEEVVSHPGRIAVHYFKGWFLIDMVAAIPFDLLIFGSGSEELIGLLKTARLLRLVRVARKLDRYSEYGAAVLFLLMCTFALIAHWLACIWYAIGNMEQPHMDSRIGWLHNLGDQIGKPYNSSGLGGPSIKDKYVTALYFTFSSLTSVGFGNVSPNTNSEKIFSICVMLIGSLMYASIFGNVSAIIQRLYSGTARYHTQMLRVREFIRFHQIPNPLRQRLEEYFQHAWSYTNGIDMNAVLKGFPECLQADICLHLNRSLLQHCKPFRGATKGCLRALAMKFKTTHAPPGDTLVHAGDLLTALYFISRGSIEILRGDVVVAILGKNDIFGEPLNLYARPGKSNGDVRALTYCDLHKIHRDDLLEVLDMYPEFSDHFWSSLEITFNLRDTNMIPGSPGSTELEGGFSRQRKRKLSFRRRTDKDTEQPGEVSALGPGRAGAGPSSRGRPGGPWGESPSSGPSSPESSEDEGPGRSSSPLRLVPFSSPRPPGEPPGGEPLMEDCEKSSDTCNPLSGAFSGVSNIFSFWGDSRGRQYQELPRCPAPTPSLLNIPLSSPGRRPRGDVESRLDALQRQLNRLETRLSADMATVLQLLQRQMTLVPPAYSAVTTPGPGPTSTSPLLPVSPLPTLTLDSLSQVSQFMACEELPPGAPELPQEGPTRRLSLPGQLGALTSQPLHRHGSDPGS
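U2OS cells transduced with wild-type KCNH2 virus are loaded with FluxOr dye for 45 min, and thallium flux is measured in kinetic reads before and after stimulation buffer. Rate constants are normalized to DMSO controls.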
ELG1 DNA repair: qHTS screen for small molecules that inhibit ELG1-dependent DNA repair in human embryonic kidney (HEK293T) cells expressing luciferase-tagged ELG1; Potency, µM (highest dose often 46.1 µM), for inactives: at the highest dose activity change, negative = inhibition, actives largely listed as inhibitors; 2.3% of 330,000 active; HEK293T ELG1-luciferase reporter, luminescence, 16 h; DNA damage induced by 5-fluorouridine; further: potency means the concentration at half of the fitted maximal effect; on the % scale 0 is the no-effect control and ±100 the full control effect; nearly all actives have a fitted effect of over 55% in size
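Quantitative HTS, concentration-response format. 2,000 cells/well co-treated with 5-fluorouridine and compound, 16 hr in 5% CO2 at 37 °C; ONE-Glo luminescence read after 30 min.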
USP2a inh: qHTS Assay for Inhibitors of Ubiquitin-specific Protease USP2a Using CHOP2 as the Reporter; Ubiquitin carboxyl-terminal hydrolase 2 (Homo sapiens), O75604; USP2 core, Ub-CHOP2 coupled fluorogenic reporter, 485/531; Potency, µM (top dose mostly 38.3 µM), for inactives: at the highest dose activity change, negative = inhibition, hits mostly inhibitors; 0.01% of 330,000 active; AID 463254, 2010;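 further: potency means the concentration at half of the fitted maximal effect; plate controls were DMSO wells for no effect and full inhibition by NEM control for full effect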
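Deubiquitinase activity read as fluorescence (485/531 nm) after Ub-CHOP2 cleavage activates the enterokinase reporter on its substrate; USP2 core 10nM, Ub-CHOP2 and substrate 25nM each, 30min compound preincubation then 60min RT; data normalized to NEM, curves fitted.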
Eya2 inh: qHTS Assay for Inhibitors of the Phosphatase Activity of Eya2 | AID 488837, 2010 | 0.006% of 330,000 active | recombinant Eya2, OMFP fluorescence dephosphorylation (OMFP is methylfluorescein phosphate) | Protein phosphatase EYA2 (Homo sapiens), O00167 | Potency, µM (series often up to 76.9 µM), for inactives: at the highest dose activity, negative = inhibition, most hits filed as inhibitors; further: potency means the concentration at half of the fitted maximal effect; on the % scale 0 is the no-effect control and ±100 the full control effect
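Eya2 (0.2 uM) preincubated 10 min at ambient with compound, then OMFP substrate added at 50 uM; 10 min reaction in 50 mM HEPES pH 7.5, 50 mM NaCl, 5 uM MgCl2, 0.05% BSA, 1 mM DTT. Fluorescence read at Ex 485/Em 525 nm.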
Mito fusion yeast: qHTS Assay for Small Molecule Inhibitors of Mitochondrial Division or Activators of Mitochondrial Fusion; S. cerevisiae fusion-defective mutant growth rescue, CellTiterGlo 48 h; Potency, µM (top dose mostly 46.1 µM), for the others: top-dose growth rescue (activation), most hits filed as activators; 0.23% of 320,000 active; AID 485298, 2010;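 further: potency means the concentration at half of the fitted maximal effect; % of control where 0% means no effect; nearly all actives have a fitted effect of over 45% in size; temperature-sensitive fusion mutants such as fzo1-1 at 37 °C on non-fermentable ethanol glycerol medium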
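Read-out: ATP-based luminescence (CellTiterGlo, 10 min ambient) reporting growth of fusion-defective ts yeast after 48 hours at 37C on glycerol/ethanol YPEG medium in the presence of compound.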
TCR activator: Activators of T cell receptors: qHTS campaign | primary human leukocytes, anti-CD3, IL-2 HTRF, 48 h | Potency, µM (titrated, usually from 9.22 µM), for the others: top-dose activation of IL-2 secretion, most hits filed as activators | 330,000 tested, under 10 active | AID 504894, 2011; further: % of control where 0% means no effect
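Compounds are tested in HTS on primary human leukocytes co-incubated with a-CD3 beads for 48 hr. IL-2 output is measured by time-resolved FRET.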
KCNH2 3.1 inh: qHTS for Inhibitors of KCHN2 3.1: Mutant qHTS | activity change, % (tested at about 1.8 µM) | U2OS KCNH2 3.1, thallium flux FluxOr; stronger effect = lower value | 0.95% of 340,000 active | Potassium voltage-gated channel subfamily H member 2, brain isoform KCNH2 3.1 (human);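 active means maximum activity change below -70%; inconclusive means maximum activity change from -70% to -50%; inactive means maximum activity change above -50%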;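 further: thallium influx rate constant from kinetic fluorescence after stimulation buffer; on the % scale 0 is the no-effect control and ±100 the full control effect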
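We transduce U2OS cells with the mutant 3.1 virus, culture them overnight, load FluxOr with Red40 quencher for 45 min, then add stimulation buffer and read kinetically for 2 min to derive a normalized rate constant.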
TRPV1 ag: HTS Assay for Compounds that Act as Agonists of the Vanilloid Receptor 1. Transient receptor potential cation channel subfamily V member 1 (Homo sapiens), Q8NER1. TRPV1-expressing cells, Fluo-8 calcium influx, agonist mode. activation, % at 8.33 µM. 0.19% of 320,000 active; in the data active means activation above about 80%; inconclusive means between about 30% and that limit; further: 0% is about no effect
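TRPV1-expressing cells were cultured overnight at 35.5C and loaded with Fluo-8 calcium dye for 40 to 90 min at room temperature. After a 10 s baseline, compound was added and calcium influx was read kinetically for 3 min (ex 480/em 520 nm).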
TSHR antag: Antagonists of the Thyroid Stimulating Hormone Receptor: HTS campaign; Thyrotropin receptor (Homo sapiens), P16473; TSHR-expressing cells, TSH-stimulated cAMP HTRF, 2 h; stronger effect = lower value; 0.2% of 330,000 active; activity change, negative = inhibition, % at 11.5 µM;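 active means activity change below a set negative limit, meaning inhibition stronger than a set level, cut at about -70% in these data; inconclusive means activity change between two set negative limits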; further: on the % scale 0 is the no-effect control and ±100 the full control effect
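Inhibition of cAMP made by TSHR-expressing cells under TSH stimulation (4nM final, EC80; 2 h, 37 deg C) is quantified with a one-step lysis HTRF kit, anti-cAMP cryptate versus cAMP-d2.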
Starred values were filed as active, the others as inactive; i = inactive; ? = inconclusive; . = not tested or not shown; [ ] = dose if it differs, or a comment. Unless noted, the call rests on the fitted dose curve; in most records, active means well fitted curve in the direction sought with a large enough effect; inconclusive means small, poorly fitted or top-dose-only effect, or another doubt; inactive means no such curve, though single readings can be large; an effect the other way counts as inactive or inconclusive. A portion of the library. The share of hits here may be higher or lower than overall.

SMILES	A-T KAP1 phos	KCNH2 WT inh	ELG1 DNA repair	USP2a inh	Eya2 inh	Mito fusion yeast	TCR activator	KCNH2 3.1 inh	TRPV1 ag	TSHR antag
Cc1ccc(NC(=O)Cn2c(=O)n(Cc3ccco3)c(=O)c3ccccc32)c(C)c1	0%	0	2%	3%	-7%	0%	4%	4	-10	-2
Cc1cc(O)c(C(C)C)cc1N=C1CSC(=O)N1	-4%	-3	7%	8%	-23%	-1%	4%	-1	-4	-8
Cc1nn(CCCC(=O)Nc2cccnc2)c(C)c1[N+](=O)[O-]	-6%	7	12%	2%	-5%	0%	12%	-4	-3	4
COc1ccc(NC(=S)N2CCOCC2)c(OC)c1	6%	-9	1%	2%	-4%	-5%	-5%[46.1 µM]	-5	-2	-9
COc1ccccc1C(=O)NC(=S)Nc1ccc(NC(=O)c2cccs2)cc1	2%	0	?	-6%	1%	6%	-4%[46.1 µM]	-46	-2	-5
Cc1c(Br)c([N+](=O)[O-])nn1CC(=O)N1CCN(C23CC4CC(CC(C4)C2)C3)CC1	1%	30	3%	3%	-4%	-5%	3%	-1	-3	5
Cc1ccccc1CN1CCN(C(=O)CC(C)C)CC1	2%	1	-20%	1%	-2%	1%	-3%	0	4	-1
COc1ccc(Cl)c2c1[nH]c1nc(SCc3cccnc3)nnc12	-4%	-9	-4%	4%	2%	-3%	6%	-11	-3	-3
COc1ccccc1N1CCN(S(=O)(=O)c2cn(C)cn2)CC1	2%	3	?	1%	-1%	2%	-3%	1	-1	9
COc1ccccc1C(=O)Nc1ccon1	1%	-22	15%	1%	21%	0%	.	-9	-3	-5
O=C(Nc1ccccc1NC(=O)c1c(F)cccc1F)c1c(F)cccc1F	20%	3	2%	1%	3%	-23%	-165%	6	2	-3
Cc1c(N)cc[n+](CC(=O)c2ccccc2)c1C	4%	2	14%	2%	-6%	-4%	-3%	6	2	24
Cc1ccc(C2CC(=O)Oc3cc(C)cc(C)c32)cc1 (centres undefined)	12%	-4	17%	1%	-1%	.	-5%[46.1 µM]	.	.	16
CC1=C(C(=O)Nc2ccccn2)C(c2cn(C)nc2C)C2=C(CCCC2=O)N1 (centres undefined)	-3%	-6	9%	1%	-3%	-6%	1%	0	1	9
Cc1cccc(NC(=O)CSc2cc(C)c(C#N)c3nc4ccccc4n23)c1	-1%	-5	?	0%	-7%	-4%	9%	0	3	5
O=c1[nH]c(NC2CCN(S(=O)(=O)c3ccccc3C(F)(F)F)CC2)nc2c1CCCC2	2%	3	?	1%	-2%	4%	1%	4	-2	-20
CCOC(=O)CC1C(=O)NCCN1S(=O)(=O)c1ccc(OC)cc1 (centres undefined)	3%	i	0%	9%	-14%	1%	-1%	-10	-1	-1
CS(=O)(=O)N(CC(=O)NCc1cccnc1)C1CCCCC1	1%	6	6%	3%	-4%	-5%	6%	1	0	-3
CC(=O)Nc1nnc(CCS(=O)(=O)c2ccc(C)c(C)c2)s1	-5%	.	7%	0%	18%	0%	2%	-10	2	7
COc1ccc(CN2C(=O)c3cccnc3C2=O)cc1S(=O)(=O)N1CCOc2ccc(C)cc21	-3%	17	26%	4%	-12%	-1%	2%	18	-4	0
Cc1ccc(NC(=O)Nn2cnnc2)cc1	10%	-4	9%	1%	-1%	-1%	3%	3	2	10
COC(=O)c1ccccc1Oc1c(F)c(F)nc(N2CCOCC2)c1F	9%	5	?	1%	0%	2%	4%	-14	4	-5
Nc1c(N(Cc2ccco2)C(=O)COc2ccccc2)c(=O)[nH]c(=O)n1Cc1ccccc1	-9%	-7	10%	-6%	-12%	5%	3%	-4	0	-1
Brc1ccc(OCCCCN2CCCCC2)cc1	?	17	4%	0%	17%	2%	.	-25	-1	52
CC(C)(C)OC(=O)NC(Cc1ccccc1)C(=O)NC(CSC1CCCCO1)C(=O)NN (centres undefined)	3%	2	0%	-5%	-12%	2%	4%	7	-1	3
NC(=O)c1oc2ccccc2c1NC(=O)CCc1ccccc1	1%	5	-5%	2%	3%	5%	-3%	1	11	3
CCC(c1nnc(SCC(=O)Nc2ccc(C(C)=O)cc2)n1C1CCCCC1)N(C)C (centres undefined)	1%	i	9%	2%	-10%	-8%	-6%[46.1 µM]	-1	5	4
COc1ccc(O)c(-c2cc(-c3ccc(F)cc3)n[nH]2)c1	-3%	-14	?	?	-6%	16%	-3%	6	15	-1
CCOC(=O)CSc1nc(Nc2ccc3c(c2)OCO3)c2ccccc2n1	-8%	-11	-28%	0%	-5%	20%	-2%	10	22	7
Cc1nn(-c2ccccn2)c2nc(-c3cccs3)cc(C(=O)NCc3ccco3)c12	1%	?	?	2%	2%	2%	5%	-46	83*	25

An excerpt from above in order of heavy-atom count, low to high:
SMILES	A-T KAP1 phos	KCNH2 WT inh	ELG1 DNA repair	USP2a inh	Eya2 inh	Mito fusion yeast	TCR activator	KCNH2 3.1 inh	TRPV1 ag	TSHR antag
Cc1cc(O)c(C(C)C)cc1N=C1CSC(=O)N1	-4%	-3	7%	8%	-23%	-1%	4%	-1	-4	-8
Cc1nn(CCCC(=O)Nc2cccnc2)c(C)c1[N+](=O)[O-]	-6%	7	12%	2%	-5%	0%	12%	-4	-3	4
O=c1[nH]c(NC2CCN(S(=O)(=O)c3ccccc3C(F)(F)F)CC2)nc2c1CCCC2	2%	3	?	1%	-2%	4%	1%	4	-2	-20

(list continues)
Second line of a record: A-T KAP1 phos	KCNH2 WT inh	ELG1 DNA repair	USP2a inh	Eya2 inh	Mito fusion yeast	TCR activator	KCNH2 3.1 inh	TRPV1 ag	TSHR antag
- CC1CN(c2ccc([N+](=O)[O-])c(NCCOc3ccc(Cl)cc3)c2)CC(C)N1 (centres undefined)
 : 11%	35	1%	1%	-5%	-19%	.	-26	1	-20
- CCn1c(COc2cccc(OC)c2)nnc1SCC(=O)Nc1cccc(OC)c1
 : -3%	-6	2%	1%	22%	3%	-5%	2	3	11
- COc1ccc(N(CC(=O)Nc2ccc3c(c2)OCCO3)S(=O)(=O)c2c(C)noc2C)cc1
 : 1%	-4	-11%	0%	-5%	2%	-2%	-2	-3	5
- CCN(CC(=O)Nc1ccccc1C(F)(F)F)C(=O)CCc1nc2sc3c(c2c(=O)[nH]1)CCCC3
 : 1%	1	-6%	4%	-5%	-13%	0%	-5	0	-3
- CCn1ncc(Br)c1C(=O)Nc1ccc(F)cc1F
 : 0%	-3	10%	3%	-7%	1%	2%	-8	9	18
- Cc1cc(=O)n2nc(N3CCCC(C(=O)NCCC4=CCCCC4)C3)sc2n1 (centres undefined)
 : -15%	5	-15%	0%	11%	-1%	1%	4	-1	-12
- O=C(COC(=O)CNS(=O)(=O)c1cccc(Br)c1)Nc1ccccc1Sc1ccccc1
 : 0%	-1	15%	-6%	-4%	5%	2%[46.1 µM]	2	-4	0
- COc1ccc(-c2nc3ncccn3c2Br)cc1
 : -7%	-10	?	2%	-2%	2%	-1%	9	1	-14

Some of the entries so far, field by field:
Structure: CCn1c(COc2cccc(OC)c2)nnc1SCC(=O)Nc1cccc(OC)c1
  A-T KAP1 phos = -3% | KCNH2 WT inh = -6 | ELG1 DNA repair = 2% | USP2a inh = 1% | Eya2 inh = 22% | Mito fusion yeast = 3% | TCR activator = -5% | KCNH2 3.1 inh = 2 | TRPV1 ag = 3 | TSHR antag = 11

Structure: COc1ccc(N(CC(=O)Nc2ccc3c(c2)OCCO3)S(=O)(=O)c2c(C)noc2C)cc1
  A-T KAP1 phos = 1% | KCNH2 WT inh = -4 | ELG1 DNA repair = -11% | USP2a inh = 0% | Eya2 inh = -5% | Mito fusion yeast = 2% | TCR activator = -2% | KCNH2 3.1 inh = -2 | TRPV1 ag = -3 | TSHR antag = 5

Bioassay records from PubChem BioAssay.
